Chronic BCR inh: inhibitors of chronic active B-cell receptor signaling | 0.05% of 340,000 active | Potency, µM (doses to about 46.1 µM), for the others: top-dose ratio change, negative = lower green/red ratio, usual class: inhibitors | ABC-DLBCL IkBa-CBG/CBR reporter, luminescence ratio, 4 h | AID 493014; active = well fitted inhibition curve with a large enough effect in the signal ratio, with a control signal flat, not every such curve was filed as active; inconclusive = small, poorly fitted or top-dose-only effect, or effect the other way, or a change in a side signal; the % refers to the signal ratio;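 also: potency is read from the fitted curve at half-maximal effect; plate controls were basal doxycycline-induced cells for no effect and cells given 10 µM MG132 for full effect; MG132 reads +100%, hits lower the ratio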
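Doxycycline induced both beetle luciferases in TMD8 lymphoma cells; IKK-driven degradation limits the IkappaBalpha-fused green signal, while red luminescence normalises for cell number and nonspecific effects. Compounds tested up to 46 uM, 4 hrs.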
AT treatment: potential ataxia-telangiectasia treatment; […] A-T fibroblasts, KAP-1 phosphorylation AlphaLISA; neocarzinostatin DNA damage 30 min before lysis; Potency, µM (highest dose often 57.5 µM), inactives show top-dose activation, hits mostly activators; 0.19% of 320,000 active; AID 485349; also: potency is read from the fitted curve at half-maximal effect; % of control where 0% means no effect; nearly all actives have a fitted effect of over 45% in size
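ATM-like activity read as KAP-1 phosphorylation via AlphaLISA donor/acceptor antibody pairs after lysis and 6 hr at 25C. Cells were ATM-null patient fibroblasts ([…], hTERT), dosed 60 min, then exposed to the DSB inducer NCS for 30 min.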
Eya2 inh: inhibitors of human Eya2 phosphatase activity | O00167 | recombinant Eya2, OMFP fluorescence dephosphorylation (OMFP is methylfluorescein phosphate) | Potency, µM (highest dose often 76.9 µM), for inactives: at the highest dose activity, negative = inhibition, hits mostly inhibitors | 0.006% of 330,000 active | AID 488837; also: potency is read from the fitted curve at half-maximal effect; % is scaled to controls: 0 for no effect and ±100 for the full control effect
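Eya2 (0.2 uM) preincubated 10 min at ambient with compound, then OMFP substrate added at 50 uM; 10 min reaction in 50 mM HEPES pH 7.5, 50 mM NaCl, 5 uM MgCl2, 0.05% BSA, 1 mM DTT. Fluorescence read at Ex 485/Em 525 nm.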
a7 integrin act: activates integrin-mediated alleviation for muscular dystrophy | alpha7betagal myoblasts, beta-gal FDG fluorescence, 48 h | Potency, µM (titrated, usually from 38.3 µM), for inactives: at the top dose activation, actives largely listed as activators | 0.064% of 350,000 active | AID 624291;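 also: potency is read from the fitted curve at half-maximal effect; 100% = response of the positive control SU9516; nearly all actives have a fitted effect of over 60% in size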
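Alpha7betagal+/- myoblasts (passage 13) were plated 16-24 hr, then exposed to compounds (1:260 dilution of DMSO stock) for 48 hours at 37C. After MPER lysis, β-galactosidase reporter activity was read as FDG fluorescence (ex 480/em 540) after 30 minutes.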
TSHR antagonist: antagonists of human thyroid stimulating hormone receptor; TSHR-expressing cells, TSH-stimulated cAMP HTRF, 2 h; stronger effect = lower value; activity change, negative = inhibition, % at 11.5 µM; 0.2% of 330,000 active;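 active = activity change below a set negative limit, meaning inhibition stronger than a set level, cut at about -70% in these data; inconclusive = activity change between two set negative limits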; also: % is scaled to controls: 0 for no effect and ±100 for the full control effect
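TSHR-expressing cells, 200/well, pre-treated with compound, then stimulated with EC80 TSH (4nM final) for 2 hours at 37 deg C. cAMP measured by competitive HTRF: anti-cAMP cryptate antibody in lysis buffer plus cAMP-d2, read after 30 minutes at room temperature.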
ELG1 repair inh: blocks ELG1-dependent DNA repair in HEK293T cells; AID 504467; Potency, µM (doses to about 46.1 µM), without a hit: top-dose activity change, negative = inhibition, actives largely listed as inhibitors; 2.3% of 330,000 active; HEK293T ELG1-luciferase reporter, luminescence, 16 h; DNA damage induced by 5-fluorouridine; also: potency is read from the fitted curve at half-maximal effect; % is scaled to controls: 0 for no effect and ±100 for the full control effect; nearly all actives have a fitted effect of over 55% in size
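Quantitative HTS, concentration-response format. 2,000 cells/well co-treated with 5-fluorouridine and compound, 16 hr in 5% CO2 at 37 °C; ONE-Glo luminescence read after 30 min.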
TSG101-PTAP inh: blocks PTAP/TSG101 interaction to inhibit HIV-1 budding | Q99816 | Fluorescence polarization, FITC-PTAP peptide / Tsg101 binding | Potency, µM (doses to about 115 µM), for inactives: at the highest dose activity change, negative = inhibition, usual class: inhibitors | 340,000 tested, under 10 active | AID 493005; active = well fitted inhibition curve with a large enough effect in the main read-out, with a control signal flat, not every such curve was filed as active; inconclusive = small, poorly fitted or top-dose-only effect, or effect the other way, or a change in a side signal; inactive = no such curve, though single readings can be large or run the other way; also: potency is read from the fitted curve at half-maximal effect; % of control where 0% means no effect
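FP read-out: FITC-PTAP peptide, 50 nM final, binding Tsg101 binding domain, 10 uM final; 20 min, r.t.; 10 mM HEPES pH 7.5, 0.15 M NaCl, 0.01% Tween 20, 3 mM EDTA, 0.1 mM TCEP.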
ASM inhibitor: human S-ASM enzyme inhibition | P17405 | placental ASM, HMU-PC fluorogenic substrate, 60 min | Potency, µM (titrated, usually from 57.5 µM), inactives show top-dose activity change, negative = inhibition, actives largely listed as inhibitors | 0.006% of 340,000 active | AID 504937; also: potency is read from the fitted curve at half-maximal effect
Target sequence (P17405 47-631 limits assumed): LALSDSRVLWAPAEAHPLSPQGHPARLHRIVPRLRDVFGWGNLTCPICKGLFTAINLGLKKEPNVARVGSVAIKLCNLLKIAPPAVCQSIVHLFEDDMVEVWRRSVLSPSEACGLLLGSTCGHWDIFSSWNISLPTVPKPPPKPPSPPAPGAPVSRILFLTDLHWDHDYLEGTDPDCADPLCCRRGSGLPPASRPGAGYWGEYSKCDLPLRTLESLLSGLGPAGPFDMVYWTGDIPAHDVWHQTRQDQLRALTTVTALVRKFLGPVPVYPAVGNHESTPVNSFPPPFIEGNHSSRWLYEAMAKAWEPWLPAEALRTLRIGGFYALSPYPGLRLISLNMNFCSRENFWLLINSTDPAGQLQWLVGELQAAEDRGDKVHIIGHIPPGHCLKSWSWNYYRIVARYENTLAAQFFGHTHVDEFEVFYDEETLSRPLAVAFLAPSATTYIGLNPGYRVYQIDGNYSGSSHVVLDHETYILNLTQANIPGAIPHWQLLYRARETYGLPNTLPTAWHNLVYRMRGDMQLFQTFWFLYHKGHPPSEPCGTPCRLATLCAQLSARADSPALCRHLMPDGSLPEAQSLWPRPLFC
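Fluorescence read-out (Ex 386 nm, Em 447 nm) after stopping the reaction at pH 10. Enzyme: ASM from human placenta; substrate HMU-PC0, 9 uM final; 60 min, 37 °C. Compound preincubation 10 min, ambient temperature.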
Mito fusion yeast: blocks mitochondrial division or promotes mitochondrial fusion | S. cerevisiae fusion-defective mutant growth rescue, CellTiterGlo 48 h | Potency, µM (titrated, usually from 46.1 µM), without a hit: at the top dose growth rescue (activation), actives largely listed as activators | 0.23% of 320,000 active;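 also: potency is read from the fitted curve at half-maximal effect; % of control where 0% means no effect; nearly all actives have a fitted effect of over 45% in size; temperature-sensitive fusion mutants such as fzo1-1 at 37 °C on non-fermentable ethanol glycerol medium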
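Compounds are tested for their ability to restore growth of mitochondrial fusion-defective yeast strains at non-permissive 37C in YPEG medium over 48 hours. Viability is quantified by luciferase luminescence.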
Tb PFK inh: inhibitors of T. brucei phosphofructokinase | 0.17% of 330,000 active | T. brucei PFK, ADP-Glo luminescence | Potency, µM (titrated, usually from 57.5 µM), for inactives: top-dose activity, negative = inhibition, hits mostly inhibitors | O15648;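 also: potency is read from the fitted curve at half-maximal effect; 0% = uninhibited 1x PFK enzyme wells and -100% = no-enzyme wells; nearly all actives have a fitted effect of over 60% in size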
Target sequence (O15648 whole entry, looked up): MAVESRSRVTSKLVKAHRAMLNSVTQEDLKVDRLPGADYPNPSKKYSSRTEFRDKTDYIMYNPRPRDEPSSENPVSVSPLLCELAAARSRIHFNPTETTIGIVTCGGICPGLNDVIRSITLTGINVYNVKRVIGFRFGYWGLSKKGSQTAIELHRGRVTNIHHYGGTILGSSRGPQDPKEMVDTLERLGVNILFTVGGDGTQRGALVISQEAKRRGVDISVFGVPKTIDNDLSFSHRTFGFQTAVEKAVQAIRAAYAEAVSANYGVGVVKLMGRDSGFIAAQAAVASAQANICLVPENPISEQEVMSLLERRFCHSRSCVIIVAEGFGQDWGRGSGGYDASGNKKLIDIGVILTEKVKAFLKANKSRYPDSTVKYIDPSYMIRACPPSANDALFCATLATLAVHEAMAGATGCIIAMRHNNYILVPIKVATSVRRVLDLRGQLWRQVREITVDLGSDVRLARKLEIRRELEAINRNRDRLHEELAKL
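In TEA buffer at pH 8.0 with 5 mM MgCl2, enzyme (1.25 nM) converted F6P (0.5 mM) and ATP (0.1 mM) for 45 min at room temperature. ADP product was read by luciferase luminescence.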
TCR activator: activates T cell receptor signaling. primary human leukocytes, anti-CD3, IL-2 HTRF, 48 h. Potency, µM (highest dose often 9.22 µM), for inactives: at the top dose activation of IL-2 secretion, hits mostly activators. 330,000 tested, under 10 active; also: % of control where 0% means no effect
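IL-2 produced over 48 hr by a-CD3 bead-stimulated primary human leukocytes exposed to compounds was detected with a homogeneous time-resolved FRET immunoassay, 665nm acceptor signal after 320nm excitation.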
The depositor's hits bear a star; i = inactive; ? = inconclusive; / = not tested or not shown; [ ] = dose if it differs, or a comment. Unless noted, calls follow the shape of the dose curve; as a rule, active = well fitted curve in the direction sought with a large enough effect; inconclusive = small, poorly fitted or top-dose-only effect, or another doubt; inactive = no such curve, though single readings can be large; an effect the other way counts as inactive or inconclusive.

Values run as follows: Chronic BCR inh	AT treatment	Eya2 inh	a7 integrin act	TSHR antagonist	ELG1 repair inh	TSG101-PTAP inh	ASM inhibitor	Mito fusion yeast	Tb PFK inh	TCR activator
1	Cc1ccccc1-c1cc(C(=O)Nc2nc3c(s2)CCCC3)c2ccccc2n1
→ ?	0%	-12%	-32%	-13	-2%	-1%	0%	2%	2%	0%
2	Cc1ccc(C2CC(c3cccc(Br)c3)n3nc(N)nc3N2)cc1 (stereo not drawn)
→ -3%	7%	-8%	20%	-5	-26%	0%	4%	-4%	5%	0%
3	COCc1c(C(=O)N/N=C/c2ccco2)nnn1-c1nonc1N
→ -14%	0%	-14%	5%	1	-3%	0%	-4%	0%	0%	-5%
4	CC1CCC2(CC1)NC(=O)N(NC(=O)C1CCN(C(=O)c3ccc(Cl)cc3)CC1)C2=O (stereo not drawn)
→ 1%	5%	3%	11%	-3	-2%	-8%	-1%	2%	-1%	2%
5	O=S(=O)(Nc1ccc(Cc2ccncc2)cc1)c1ccc(Cl)cc1
→ 9%	0%	-1%	24%	-5	7%	-1%	0%	5%	2%	-3%
6	Cc1ccccc1/C=c1\s/c(=C\C(=O)C(C)(C)C)[nH]c1=O
→ 6%	-2%	-27%	-20%	-25	?	-2%	-24%	5%	2%	0%
7	Cc1cc2ncn(CC(O)COC3CCCCC3)c2cc1C (stereo not drawn)
→ 0%	10%	10%	-2%	-4	?	2%	-2%	0%	-2%	2%
8	CNC(=O)/C(C#N)=C/c1c(N2CCN(c3cccc(Cl)c3)CC2)nc2c(C)cccn2c1=O
→ 0%	-30%	3%	5%	-6	21µM*	-6%	i	10%	-7%	-4%
9	CCCn1c(=O)c(C(=O)NNS(=O)(=O)c2ccc(NC(=O)OC)cc2)c(O)c2ccccc21
→ 3%	-3%	9%	11%	-8	17%	-9%	-3%	1%	7%	-2%
10	O=C(O)c1cnc(-c2ccccc2)nc1C(F)(F)F
→ -6%	7%	0%	6%	-8	1%	-1%	-3%	2%	1%	8%
11	O=C(Cn1cc(C(F)(F)F)ccc1=O)NCC1CCCO1 (stereo not drawn)
→ -1%	-2%	3%	0%	1	5%	2%	8%	-7%	0%	6%
12	CCNc1nnc(CSc2nc3ccccc3s2)s1
→ -11%	-1%	4%	-10%	-9	?	-1%	4%	13%	-7%	2%[46.1 µM]
13	Cc1ccc(NC(=O)Cn2nc(C)c(S(=O)(=O)N(C)C)c2C)cc1
→ 0%	5%	-7%	0%	3	-2%	-5%	-6%	-2%	0%	3%
14	Clc1ccc(-c2noc(CN(Cc3ccccn3)CC3CCCO3)n2)cc1 (stereo not drawn)
→ 13%	1%	-7%	19%	-18	-17%	0%	-3%	23%	-3%	5%
15	Cn1c(N=NC(=O)c2ccccc2)c(O)c2ccccc21
→ ?	-1%	-9%	6%	-15	?	-3%	-6%	24%	1%	4%[46.1 µM]
16	COc1ccc(S(=O)(=O)N2CCC(C(=O)NCC3CC3)CC2)cc1
→ 1%	1%	6%	37%	-1	6%	-1%	3%	4%	0%	-4%
17	CCC(C)(C)NC(=O)C(c1ccc(F)cc1)N(Cc1cccs1)C(=O)c1cnccn1 (stereo not drawn)
→ 17%	2%	7%	-9%	-9	9%	-2%	4%	4%	-1%	2%
18	N#CCN1C(=O)C(=O)N(Cc2cccc(Cl)c2)C1=O
→ 2%	0.71µM*	14%	30%	11	7%	-3%	2%	18%	?	-7%
19	Cc1ccc(N2C(=O)c3ccc(C(=O)O)cc3C2=O)cc1C
→ ?	0%	4%	11%	-6	?	-3%	7%	-4%	-4%	1%
20	O=C(NCc1ccc(Cl)cc1)C1CCC(=O)N(C2CC2)C1 (stereo not drawn)
→ -11%	3%	10%	-22%	8	19%	-4%	7%	-3%	-3%	3%
21	O=C(NCCc1ccccc1)C1CCCN1C(=O)Nc1ccc(Cl)cc1 (stereo not drawn)
→ -5%	14%	-2%	14%	-8	-9%	-5%	-1%	0%	-2%	6%
22	Cc1ccc(C(=O)COC(=O)c2cc(Cl)nc3ccccc23)cc1
→ 6%	4%	-1%	17%	6	-3%	-1%	3%	7%	3%	8%
23	CC(=O)c1cccc(NC(=O)C2CCN(S(=O)(=O)c3ccc(F)cc3)CC2)c1
→ -5%	5%	2%	-2%[7.66 µM]	-11	?	-2%	0%	4%	-3%	0%
24	O=C(O)c1ccc2c(c1Nc1ccccc1)C(=O)c1ccccc1C2=O
→ ?	-2%	-19%	0%	-27	5%	-9%	-1%	25%	-1%	7%
25	c1ccc(SCc2nc(-c3ccncc3)n[nH]2)nc1
→ -1%	-6%	20%	11%	-4	9%	-3%	5%	-9%	-1%	8%
26	COc1ccc(CN2CCN(CCC(C)C)C(CCO)C2)cc1Cn1cncn1 (stereo not drawn)
→ -7%	4%	6%	11%	7	4%	-1%	0%	0%	?	-1%
27	CN(C)S(=O)(=O)c1cccc(NC(=O)c2ccc(-n3cncn3)c([N+](=O)[O-])c2)c1
→ -6%	0%	-1%	-2%	-5	-20%	-1%	-1%	-5%	6%	4%
28	O=C(O)CCc1nn2c3ccccc3n(CC(=O)c3cccs3)c2nc1=O
→ 0%	0%	-11%	-14%	-9	5%	-4%	4%	-1%	15%	-1%
29	Cc1ccc(NC(=O)Cn2cnc3ccccc32)cc1C
→ -5%	1%	15%	-12%	-12	4.6µM*	1%	-5%	-2%	-3%	3%
30	COc1ccc2cc3cc(C(=O)NCCCN4CCC(C)CC4)oc3nc2c1
→ ?	16%	-22%	-47%[inhibitor]	19	?	-4%	396%[activator]	10%	-2%	0%
31	COC(=O)/C=C/c1cnc[nH]1
→ 29%	12%	4%	-3%	34	-8%	1%	4%	2%	0%	-125%
32	Cc1ccc(S(=O)(=O)N2CCC(C(=O)N[C@@H](C)C(=O)Nc3ccc(F)cc3)CC2)cc1
→ ?	-10%	4%	?	-5	9%	-4%	-14%	2%	-6%	-16%
33	O=C(c1ccc(Br)cc1)N(Cc1ccco1)C1CCS(=O)(=O)C1 (stereo not drawn)
→ 1%	10%	-3%	?	-1	8%	1%	1%	1%	-1%	-3%
34	CCNc1ccc([N+](=O)[O-])cc1
→ 11%	-2%	-5%	-6%	-8	-1%	-4%	-4%	-2%	-21%	0%
35	COc1ccc(NC(=O)CCC(=O)Nc2nnc(C(F)(F)F)s2)c(OC)c1
→ ?	/	-27%	-14%	-9	-14%	-3%	-2%	-3%	3%	4%
36	Cc1[nH]c2ccccc2c1C(=O)/C=C/c1ccccc1Cl
→ -5%	1%	-5%	-52%[inhibitor]	-24	?	-1%	-18%	12%	0%	5%[46.1 µM]
37	COC(=O)c1[nH]c2ccc(F)cc2c1NC(=O)C1=COCCO1
→ 9%	-14%	12%	36%	-15	?	-6%	28%	8%	0%	8%
38	CC(C)N1CCc2c(sc(NC(=O)CN3C(=O)c4ccccc4C3=O)c2C(N)=O)C1
→ 3%	2%	2%	17%	-10	-7%	0%	49%[activator]	-1%	-4%	5%
39	COc1cc(/C=N/NC(=O)C2=NNC(=O)C2C)ccc1O (stereo not drawn)
→ ?	1%	-10%	12%	9	0%	0%	2%	1%	1%	7%
40	CCCn1c(CCC(=O)O)ccc1-c1cccs1
→ 2%	-2%	0%	22%	11	-7%	-2%	171%[activator]	23%	-1%	9%
41	CSC1=NC(C)(C)C=C(/C=C/c2ccc(Cl)cc2)N1
→ ?	13%	2%	-68%[inhibitor]	38	-13%	-2%	-2%	-4%	-6%	3%
42	Cc1cn(C(=O)c2ccccc2)c(=S)n1-c1ccc(Cl)cc1
→ 17%	3%	-9%	-2%[7.66 µM]	-11	-3%	0%	-17%	?	2%	-6%[46.1 µM]

Source: PubChem (National Center for Advancing Translational Sciences (NCATS))
